Source: PubChem BioAssay
IDE cell activ = human IDE activators in live cells, primary screen, fluorescence polarization, HEK cells, FAbeta-B substrate | Insulin-degrading enzyme (Homo sapiens), P14735 | FAbeta-B cleavage; 0% vehicle, 100% cell-free pure enzyme wells | activation, % at 5.96 µM | 340,000 compounds, 0.073% hits;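 active means activation above the mean of all tested compounds plus 3 SD, set per screening campaign, cut at about 17% in these data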
NALP1 inh = NALP1 inflammasome inhibitors in reconstituted yeast, colorimetric, S. cerevisiae, triplicate retest; inhibition, % at 10 µM; S. cerevisiae NALP1/ASC/caspase-1 growth, X-gal OD620, 72 h; AID 2071, 2009; 280,000 compounds, 0.61% hits; in the data active means inhibition mostly above about 24%, no sharp cut-off; inactive means mostly below about 32%; further: some compounds called inactive have numbers as strong as hits
p-CIP stab down = p/CIP-EGFP fusion destabilizers, primary screen, fluorescence, F442A cells | Q05BA5 | 16 h | decrease of EGFP signal, % at 10 µM | 290,000 compounds, 0.01% hits | AID 1984, 2009;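 active means EGFP signal decrease of at least 30% at 10 µM or well 3 SD below plate mean, unless failing retest; inactive means the rest, including hits failing retest or dose response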; further: some compounds called inactive have numbers as strong as hits; many of its hits are not listed in these tables
MEKK2 mut-MEK5 = MEK5 binding signal on mutant MEKK2 PB1, primary screen, biochemical, multiplex bead flow cytometry, Alexa488-MEK5. percent response, % at 10 µM. 290,000 compounds, 0.35% hits. Alexa488-MEK5 binding to MEKK2 mutant; in the data active means percent response above about 24%, passing the limit was not always enough; further: inactives centre near 1; some results filed as inactive read as strong as hits; reference of the scale not given here
UBC9 SUMO inh = inhibitors of in vitro SUMOylation cascade, primary screen, biochemical, HTRF, uHTS. SUMO-conjugating enzyme UBC9 (Homo sapiens), P63279. HTRF SUMOylation assay, SAE1/SAE2 + UBC9. inhibition, % at 35 µM. 290,000 compounds, 0.36% hits; in the data active means inhibition above about 50%, passing the limit was not always enough; further: strong numbers were not always called active
Target sequence (P63279 whole entry, looked up): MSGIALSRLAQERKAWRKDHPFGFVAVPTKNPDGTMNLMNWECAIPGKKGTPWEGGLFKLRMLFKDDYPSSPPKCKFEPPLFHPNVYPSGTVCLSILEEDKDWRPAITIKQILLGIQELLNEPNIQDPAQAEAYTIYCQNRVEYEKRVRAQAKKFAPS
MEKK2wt PB1 HTS = modulators of MEK5 binding to wildtype MEKK2, primary screen, biochemical, multiplex bead flow cytometry, Alexa488-MEK5; Mitogen-activated protein kinase kinase kinase 2 (Homo sapiens), Q9Y2U5; Alexa488-MEK5 binding to MEKK2 WT; actives lie on both sides; 290,000 compounds, 1.1% hits; AID 1531, 2009; binding response (% of control), % at 10 µM; in the data active means binding response below about 67% or above about 130%
MEKK3 PB1 HTS = modulators of MEKK3-MEK5 PB1 binding, primary screen, biochemical, wildtype MEKK3, multiplex bead flow cytometry, Alexa488-MEK5; Mitogen-activated protein kinase kinase kinase 3 (Homo sapiens), Q99759; bead-based flow cytometry, Alexa488-MEK5 binding to MEKK3; actives lie on both sides; 0 = blocked by unlabeled MEK5, 100 = vehicle; binding response (% of control), % at 10 µM; 290,000 compounds, 1.4% hits;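 active means binding response more than 3 SD above or below the average of its plate-row segment, actives on both sides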;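 further: Alexa488 bead fluorescence after subtracting the streptavidin-only scavenger bead signal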
Target sequence (Q99759 whole entry, looked up): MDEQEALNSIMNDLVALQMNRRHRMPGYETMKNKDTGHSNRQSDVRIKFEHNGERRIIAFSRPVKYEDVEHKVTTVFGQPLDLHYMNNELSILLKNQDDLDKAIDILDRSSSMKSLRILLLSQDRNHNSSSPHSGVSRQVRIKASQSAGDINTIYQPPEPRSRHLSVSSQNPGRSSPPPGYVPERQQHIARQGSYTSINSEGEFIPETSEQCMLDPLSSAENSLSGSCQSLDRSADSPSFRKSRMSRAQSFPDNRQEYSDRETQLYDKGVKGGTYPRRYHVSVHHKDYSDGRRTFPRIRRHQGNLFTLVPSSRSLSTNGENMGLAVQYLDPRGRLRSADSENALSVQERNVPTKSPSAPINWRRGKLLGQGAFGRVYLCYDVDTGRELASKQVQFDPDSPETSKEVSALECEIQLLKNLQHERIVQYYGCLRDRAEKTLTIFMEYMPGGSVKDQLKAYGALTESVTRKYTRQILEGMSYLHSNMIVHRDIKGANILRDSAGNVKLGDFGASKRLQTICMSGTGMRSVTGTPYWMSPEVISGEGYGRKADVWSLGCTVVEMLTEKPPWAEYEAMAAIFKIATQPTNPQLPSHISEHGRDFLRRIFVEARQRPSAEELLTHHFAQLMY
M18AAP inhibitor = PfM18AAP inhibitors, malaria aminopeptidase, primary screen, biochemical, QFRET, recombinant enzyme | inhibition, % at 7.35 µM | H-Glu-NHMec fluorogenic cleavage | 290,000 compounds, 1.2% hits | M18 aspartyl aminopeptidase (Plasmodium falciparum 3D7) | AID 1822, 2009;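 active means inhibition above the campaign mean inhibition over all tested compounds plus 3 SD, cut at about 28% in these data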;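 further: 0% = plate median of test compound wells and 100% = 2 mM ZnCl2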
IDE cell inh = human IDE inhibitors in live cells, primary screen, fluorescence polarization, HEK cells, FAbetaB substrate; 320,000 compounds, 0.41% hits; FAbetaB cleavage; inhibition, % at 5.59 µM;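 active means percent inhibition above the average of all tested compounds plus 3 SD, set per screening campaign, cut at about 16% in these data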;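 further: IDE supplied by intact live HEK cells; FP after avidin binding of uncleaved biotin substrate so inhibition keeps polarization high; 0% = DMSO wells and 100% = 60 µM reference IDE inhibitor Ii1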
Active calls of the source: *; · = not tested or not shown. These rows are one share of the data; count on the stated rates, not on these rows.

SMILES	IDE cell activ	NALP1 inh	p-CIP stab down	MEKK2 mut-MEK5	UBC9 SUMO inh	MEKK2wt PB1 HTS	MEKK3 PB1 HTS	M18AAP inhibitor	IDE cell inh
COCc1cc(C)nc2sc(C(=O)Nc3ccccc3F)c(N)c12	1	4	-4	5	22	107	106	9	-3
COc1ccccc1NC(=O)C1=C(C)Nc2nc(CCCO)nn2C1c1cccnc1 (stereo not given)	3	35	0	0	-4	100	100	-4	0
Cc1ccc(S(=O)(=O)/N=C(\CN2CCOCC2)N2CCCC2)cc1	-1	3	-2	4	-5	104	106	0	2
O=c1c2ccccc2nc(-c2ccccc2)n1CCCN1CCOCC1	8	16	-15	-1	5	99	103	8	-2
COc1ccc(-c2oc3ccc(-c4ccc5c(c4)OCO5)cc3c2C#CC2(O)CCCCC2)cc1	-1	·	·	2	·	88	101	·	0
Cc1ccc(Cn2c(=N)c(C(=O)NC3CCCC3)cc3c(=O)n4ccccc4nc32)cc1	4	0	-15	1	18	100	97	6	-5
O=C(Nc1ccccc1)Nc1snnc1C(=O)Nc1cccc(O)c1	6	-2	9	-3	9	96	100	-3	·
CC(CCc1ccccc1)NC(=O)c1ccc(NC(=O)c2cccc(Br)c2)cc1 (stereo not given)	-4	28	0	-3	16	94	87	-4	16
COc1cc(OC)cc(C(=O)NC2CCSc3ccccc32)c1 (stereo not given)	1	-2	-7	7	2	104	102	0	0
CN(C(=O)CC1C(=O)NCCN1Cc1cccc(F)c1F)C1CC(C)(C)NC(C)(C)C1 (stereo not given)	3	8	4	3	0	103	101	-9	-2
COc1ccccc1OCC(=O)NCC1CCCN(C(=O)c2ccccc2SC)C1 (stereo not given)	2	10	-2	-2	-7	99	100	1	2
CCCCc1c(O)nc(SCC(=O)NC(C)(C)C)n(-c2ccccc2C)c1=O	7	7	-7	7	-5	110	105	-1	-3
Cc1ccc(S(=O)(=O)CCC(=O)OCC(=O)NCc2ccc(Cl)cc2)cc1	-4	11	-10	-2	10	103	98	-1	1
CCN(CC)S(=O)(=O)c1ccc(C)c(NC(=O)COc2ccc(Cl)cc2Br)c1	3	26	6	16	-8	114	106	3	-2
CCOc1ccc(N2C(=O)C3C4C=CC(CC4)C3C2=O)c([N+](=O)[O-])c1 (stereo not given)	2	6	-8	-1	-11	96	101	10	0

Whole records, quoted from the list:
CCOc1ccc(N2C(=O)C3C4C=CC(CC4)C3C2=O)c([N+](=O)[O-])c1 (stereo not given) in the list: IDE cell activ: 2; NALP1 inh: 6; p-CIP stab down: -8; MEKK2 mut-MEK5: -1; UBC9 SUMO inh: -11; MEKK2wt PB1 HTS: 96; MEKK3 PB1 HTS: 101; M18AAP inhibitor: 10; IDE cell inh: 0
CN(C(=O)CC1C(=O)NCCN1Cc1cccc(F)c1F)C1CC(C)(C)NC(C)(C)C1 (stereo not given) in the list: IDE cell activ: 3; NALP1 inh: 8; p-CIP stab down: 4; MEKK2 mut-MEK5: 3; UBC9 SUMO inh: 0; MEKK2wt PB1 HTS: 103; MEKK3 PB1 HTS: 101; M18AAP inhibitor: -9; IDE cell inh: -2

New compounds follow:
SMILES	IDE cell activ	NALP1 inh	p-CIP stab down	MEKK2 mut-MEK5	UBC9 SUMO inh	MEKK2wt PB1 HTS	MEKK3 PB1 HTS	M18AAP inhibitor	IDE cell inh
N=c1c(C(=O)NCc2ccc(F)cc2)cc2c(=O)n3ccccc3nc2n1Cc1cccnc1	-7	10	-7	4	21	99	102	-3	14
CCOc1cc(O)c(-c2[nH]ncc2-c2nc(C)cs2)cc1CC	0	-4	3	8	7	104	105	5	-2
O=C(c1ccccc1)N1CCCCC(Sc2nnc3ccccn23)C1=O (stereo not given)	-5	8	6	0	0	102	103	0	3
CC1(C)Cc2c(sc3c2c(N)nc(=S)n3Cc2ccccc2)CO1	·	19	-6	-12	1	85	92	-13	-1
Cn1c(SCC(=O)NCc2ccco2)nnc1-c1ccc(S(=O)(=O)N2CCOCC2)cc1	4	-14	6	-9	2	92	91	1	2
CC(C)NCCCCOc1ccc(Br)cc1Cl	1	28*	3	4	-6	112	104	-11	1
CC(C)(CN1CCCC1)NC(=O)C1CCC(=O)N(CCCN2CCOCC2)C1 (stereo not given)	6	20	10	1	4	95	97	-1	5
Cc1ccccc1-c1ccc(C=Nc2c(C)n(C)n(-c3ccccc3)c2=O)o1	5	4	-3	-2	2	89	98	2	2
Cn1cc(CNC(=O)COc2ccc(Cl)cc2Cl)cn1	3	-6	-8	-1	14	95	98	-7	-4
CCOc1ccccc1NC(=S)NCCc1ccccc1	2	4	-9	1	-4	102	102	5	-3
CCOC(=O)Cc1csc(NC(=O)CSc2nnc(C(C)C)n2C)n1	-1	16	-6	0	11	107	105	-2	1
Cc1cc(C(=O)COC(=O)c2ccc(O)cc2)c(C)n1CC1CCCO1 (stereo not given)	3	-3	3	-5	-3	94	107	-11	4
CC1CCN(C(=S)NC(=O)C2CCCCC2)CC1	0	8	-3	1	5	105	99	18	2
CCC(=O)Nc1cc(-c2nn(C)c(=O)c3ccccc23)ccc1N1CCOCC1	-2	-9	-4	·	13	·	·	-4	0
CCOC(=O)N/N=C/c1cn(Cc2ccc(Cl)cc2)c2ccccc12	7	26	-6	0	4	98	103	2	2
CCOC(=O)c1nnn(-c2nonc2OC)c1-c1ccccc1	-1	26	-2	1	8	100	99	-5	-1
Cn1c(=O)c2c(nc(NN=C3CCCC3)n2C)n(C)c1=O	1	-12	4	3	-8	100	102	15	3
COCCNC(=O)Nc1ccc(F)cc1	2	8	-5	0	15	98	102	-12	2
O=C(/C=C/c1ccco1)N(c1ccccn1)c1ccccn1	-3	-6	-23	-2	47	100	102	11	-2
Cn1nnnc1SCc1nc2ccccc2s1	-4	8	-10	3	16	103	105	-10	5
O=C1CC(N2CCN(c3ccccc3)CC2)C(=O)N1Cc1ccc(Cl)cc1 (stereo not given)	-3	15	14	2	14	100	101	-10	-8
O=C(NN=C1CCN(Cc2ccccc2)CC1)c1ccccc1	2	11	1	21	8	106	99	-4	2
O=c1cc(O)nc[nH]1	1	·	-5	2	-1	90	84	-3	-4
O=C(NCCN1CCOCC1)Nc1ccc(Cl)cc1Cl	-3	1	4	0	19	101	101	-4	7
COc1ccc(C(=O)n2nc(-c3ccco3)nc2N)cc1	4	13	-3	2	40	103	112	8	7
Cc1nn(-c2ccccc2)c(C)c1/C=N/NC(=O)CSc1nc2ccccc2c(=O)n1-c1ccccc1	2	39	-19	-1	1	99	93	8	3
Cc1ccc(NC(=O)CSCc2n[nH]c(=O)[nH]2)c(Br)c1	2	12	-11	1	9	104	102	-2	0
O=C(Nc1ccc(Cl)cc1C(=O)Nc1ccccn1)c1ccco1	4	9	5	3	14	104	101	8	-2
O=C(CCCCCCC(=O)c1ccccc1)c1ccccc1	5	5	-21	-11	8	90	91	-12	4
c1ccn2cc(C34CC5CC(CC(C5)C3)C4)nc2c1	-2	-8	0	4	8	101	100	15	2

Compounds shown so far containing fluorine (four):
SMILES	IDE cell activ	NALP1 inh	p-CIP stab down	MEKK2 mut-MEK5	UBC9 SUMO inh	MEKK2wt PB1 HTS	MEKK3 PB1 HTS	M18AAP inhibitor	IDE cell inh
COCc1cc(C)nc2sc(C(=O)Nc3ccccc3F)c(N)c12	1	4	-4	5	22	107	106	9	-3
CN(C(=O)CC1C(=O)NCCN1Cc1cccc(F)c1F)C1CC(C)(C)NC(C)(C)C1 (stereo not given)	3	8	4	3	0	103	101	-9	-2
N=c1c(C(=O)NCc2ccc(F)cc2)cc2c(=O)n3ccccc3nc2n1Cc1cccnc1	-7	10	-7	4	21	99	102	-3	14
COCCNC(=O)Nc1ccc(F)cc1	2	8	-5	0	15	98	102	-12	2

The listing picks up, starting 6 compounds before the break.
SMILES	IDE cell activ	NALP1 inh	p-CIP stab down	MEKK2 mut-MEK5	UBC9 SUMO inh	MEKK2wt PB1 HTS	MEKK3 PB1 HTS	M18AAP inhibitor	IDE cell inh
COc1ccc(C(=O)n2nc(-c3ccco3)nc2N)cc1	4	13	-3	2	40	103	112	8	7
Cc1nn(-c2ccccc2)c(C)c1/C=N/NC(=O)CSc1nc2ccccc2c(=O)n1-c1ccccc1	2	39	-19	-1	1	99	93	8	3
Cc1ccc(NC(=O)CSCc2n[nH]c(=O)[nH]2)c(Br)c1	2	12	-11	1	9	104	102	-2	0
O=C(Nc1ccc(Cl)cc1C(=O)Nc1ccccn1)c1ccco1	4	9	5	3	14	104	101	8	-2
O=C(CCCCCCC(=O)c1ccccc1)c1ccccc1	5	5	-21	-11	8	90	91	-12	4
c1ccn2cc(C34CC5CC(CC(C5)C3)C4)nc2c1	-2	-8	0	4	8	101	100	15	2
COc1ccccc1OC(C)C(=O)N1CC(=O)Nc2ccccc21 (stereo not given)	3	-2	-8	2	18	102	105	-12	0
CC1=CC2=NC(=O)/C(=C\c3cccn3CCOc3ccc(C)c(C)c3)C(=N)N2O1	6	10	-1	-1	-1	105	112	-8	2
COc1ccc(C2=[N+]([O-])C(C)(C)N(O)C2(C)C)cc1	4	14	4	-3	17	99	98	4	1
Cn1ccsc1=NC(=O)c1cccc(C#N)c1	0	23	-3	-6	-7	100	101	0	-4
O=S(=O)(NCc1ccc2c(c1)OCO2)c1ccc2oc3ccccc3c2c1	3	·	·	2	·	101	103	9	-3
CCOC(=O)c1c(C)[nH]c(C)c1C(=O)CSc1nnnn1-c1ccccc1	4	14	-2	3	0	103	106	-5	-3
FC(F)(F)c1nc2ncc(Cl)cc2[nH]1	-1	6	-1	6	8	102	100	-5	1
CC1CCCN(C(=O)CCS(=O)(=O)c2ccc3c(c2)NC(=O)C(C)S3)C1 (stereo not given)	1	7	-20	3	0	101	99	20	0
COc1ccc(C(=O)c2oc3ccccc3c2NC(C)=O)cc1	4	35	8	-1	-3	95	100	-6	8
CC(C)c1ccc2nc(NC(=O)C3CC3)sc2c1	4	21	-2	-5	-2	90	95	14	-1
COc1ccc(C(=O)NNC(=S)NC(=O)c2ccco2)cc1	-1	7	-6	2	6	105	109	10	0
O=C(O)C1CCN(C(=O)c2ccc3c(c2)OCO3)CC1	3	13	10	7	13	106	107	0	-3
CC(/C=C1\SC(=O)N(CCCC(=O)O)C1=O)=C\c1ccccc1	-4	22	-7	2	0	103	108	1	11
CN1CCN(c2ccccc2NC(=O)c2ccc(-c3cccc([N+](=O)[O-])c3)o2)CC1	6	0	-7	0	-9	109	108	4	-5
Cc1cc(OCC(=O)Nc2ccccn2)c2c(C)c(C)c(=O)oc2c1	-1	14	2	-1	12	98	99	-3	5
Cc1ccc2cc3cc(C(=O)NC4CC4)oc3nc2c1	-3	13	-28	4	19	102	103	-10	1
O=C(N/N=C/c1ccc(Br)s1)c1ccccn1	2	35	-1	0	12	101	123	-6	-3
